Bioassay records (PubChem BioAssay)
Growth percent in the NCI-60 one-dose screen (48 h, 10 µM unless noted): 100 = growth as untreated, 0 = no growth, -100 = all killed.
SNB-19: SNB-19 CNS cancer cells; 81,000 tested, 2.5% active; AID 1794751
SF-268: SF-268 CNS cancer cells | 82,000 tested, 3.1% active
A498: A498 renal cancer cells; 76,000 tested, 5.4% active; AID 1794774
SF-539: SF-539 CNS cancer; 81,000 tested, 6.8% active
SNB-75: SNB-75 CNS cancer | 79,000 tested, 5% active | AID 1794750
CAKI-1: CAKI-1 renal cancer | 75,000 tested, 4.7% active | AID 1794772
ACHN: ACHN renal cancer; 81,000 tested, 4.9% active; AID 1794771
RXF 393: RXF 393 renal cancer cells; 77,000 tested, 6.9% active; AID 1794773
An asterisk follows results filed as active; . = no result given; & = joins results of further samples; [ ] = another dose, or the depositor's remark. The calls were made as follows: active = growth percent below 10; inactive = the rest.

SMILES	SNB-75	SNB-19	RXF 393	ACHN	CAKI-1	A498	SF-539	SF-268
CC(CN1CCCCC1)NC(=O)c1scnc1-c1ccccc1 (centres undefined)	86.1	106.7	101.5	108.8	87.3	.	113.7	114.8
COc1ccc(-c2ncc(-c3ccccc3)[nH]2)cc1OC	108.2	103.9	.	111.3	107.5	89.2	100.1	102.5
COC(=O)c1nc(C)c(C)nc1N	90.8	101.7	86.3	107.8	102.2	94.8	103.5	94.0
C[C@]12CCc3nc(Nc4cccc(O)c4)sc3C1=CC[C@@H]1[C@@H]2CC[C@]2(C)/C(=N\NC(N)=S)CC[C@@H]12	1.4*	57.9	.	-54.1*	36.4	97.5	-48.0*	37.6
Cc1ncc(C(=O)Nc2ccc(CN3CCN(C)CC3)c(C(F)(F)F)c2)cc1C#Cc1cnc(N)c2cnccc12	-90.6*	23.1	-34.3*	-21.6*	-91.5*	-90.5*	-76.2*	14.6
CCSc1oc(C)nc1[P+](c1ccccc1)(c1ccccc1)c1ccccc1	35.1	19.3	50.9	83.4	70.6	19.3	59.1	25.0
Cc1cc(N2CCN(c3ccnc4cc(Cl)ccc34)CC2)nc(NC2CCCCC2)n1	58.2	56.6	48.8	40.6	37.7	-2.6*	43.0	47.4
O=C(Nc1cccc([N+](=O)[O-])c1)c1cccc([N+](=O)[O-])c1	.	96.9	101.6	102.8	101.2	93.5	109.2	96.6
CCOC(=O)Nc1ccc2nc(-c3cscn3)[nH]c2c1	33.1	63.2	39.2	73.9	39.3	41.8	62.9	66.5
Cn1cc(/C=C/C(=O)/C=C(O)/C=C/c2cn(C)c3ccccc23)c2ccccc21	80.1	93.8	91.1	92.2	75.3	86.9	97.0	90.9
c1ccc(CCc2ccccn2)nc1	.	101.3	104.5	100.5	93.5	99.2	99.9	95.9
O=C(O)c1ccc(C(=O)c2ccccc2)cc1	90.0	107.1	117.0	105.2	.	117.6	98.8	100.9
CCCCCN(CCCCC)CC(O)CN1CCCc2ccccc21 (centres undefined)	84.0	.	86.5	91.9	88.1	91.7	92.7	94.1
Nc1nn(C(=O)Nc2ccc(Cc3ccccc3)cc2)c2ccc(Cl)cc12	121.7	83.4	93.3	39.9	44.0	106.3	-19.2*	81.4
COc1ccc(NCc2cn(-c3ccc(C(=O)O)cc3)nc2-c2ccc(F)cc2)cc1C(F)(F)F	79.1	39.3	75.4	43.1	65.2	112.2	53.9	53.8

SMILES	SNB-75	SNB-19	RXF 393	ACHN	CAKI-1	A498	SF-539	SF-268
COc1ccc(C(=O)c2c(N)c(C#N)cn2Cc2ccccc2OC)cc1	112.6	100.0	109.3	101.5	93.8	93.0	99.0	97.0
NC(=S)c1c(N)n(C2OC(CO)C(O)C2O)c2ncnc(N)c12 (centres undefined)	-8.2*	14.9	-69.3*	11.3	.	-55.6*	-51.2*	-3.8*
O=C1CC(=P(c2ccccc2)(c2ccccc2)c2ccccc2)C(=O)N1c1ccccc1	85.4&110.8	106.2&96.0	111.0&111.6	96.1&96.4	90.4&94.5	104.3&104.7	100.6	110.6&106.9
CC1=C[C@H]2c3c(c(O)c(O)c4oc5ccccc5c(=O)c34)[C@H](c3cc(O)c(O)c4oc5ccccc5c(=O)c34)[C@H]2C(C)(C)C1	-29.7*	13.8	7.6*	6.4*	-24.7*	.	-5.0*	5.3*
O=C(CSc1nnc(-c2cc(-c3ccccc3)nc3ccccc23)n1-c1ccccc1)Nc1ccc(C(=O)/C=C/c2ccc(Cl)cc2)cc1	97.3	100.7	102.9	87.1	81.5	81.5	96.7	94.4
CCN(CC)CCOC(=O)c1ccc(NC(=O)OCCCCCCCCCCOC(=O)Nc2ccc(C(=O)OCCN(CC)CC)cc2)cc1	103.5	113.4	106.0	94.8	87.8	118.1	.	108.5
O=C(CSc1nc2ccccc2c(=O)[nH]1)Nc1cccc(C(=O)O)c1	70.4	95.9	90.0	100.2	84.0	115.8	105.0	101.9
CCN(CC)CCCC(C)Nc1c2ccc(Cl)cc2nc2ccc(OC)cc12 (centres undefined)	16.3	35.4	-16.1*	14.2	1.5*	74.0	.	30.4
CC1(C)CC[C@]2(C(=O)O)CC[C@]3(C)C(=CC[C@@H]4[C@@]5(C)C/C(=C/c6ccncc6)C(=O)C(C)(C)[C@@H]5CC[C@]43C)[C@@H]2C1	77.6	75.5	96.6	84.9	79.2	87.6	89.5	72.4
Cc1n[nH]c(C)c1N=Nc1ccc(N=Nc2c(C)n[nH]c2C)cc1	95.1	100.9	108.8	105.3	96.3	.	107.5	100.6
O=C(Nc1ccc2ccccc2c1)c1cccc2ccccc12	94.6	94.9	111.7	101.0	105.8	87.5	91.1	97.6
CCCCCCCCCCCCC[N+](C)(C)Cc1ccccc1	-52.9*	-60.7*	-73.3*	16.8	76.5	.	-73.0*	-84.5*
CCOC(=O)Cn1c(O)c(N=Nc2ccc(S(N)(=O)=O)cc2)c2ccccc21	88.6	96.4	92.7	96.2	84.3	95.5	106.5	109.8
O=c1[nH]c(=S)[nH]c2c1C(c1ccc(O)cc1)c1c([nH]c(=S)[nH]c1=O)N2	91.9	113.0	116.0	98.8	.	100.6	102.0	100.4
C#CCOc1cc(N(CC)CC)ccc1C(C(=O)NC(C)(C)C)N(C(=O)C1CCc2cc(F)ccc2O1)c1ccc(Cl)cc1 (centres undefined)	100.1	94.8	87.1	81.4	65.4	126.5	81.1	92.8

SMILES	SNB-75	SNB-19	RXF 393	ACHN	CAKI-1	A498	SF-539	SF-268
COCc1ccc(NC(=O)Cn2ccc3c(NC(C)c4ccc(C(F)(F)F)nc4)cccc3c2=O)cc1 (centres undefined)	77.7	106.2	101.5	102.6	.	94.5	102.0	92.1
O=C1CCCN1c1ccccc1	83.9	93.1	114.8	90.7	90.0	117.5	.	90.3
O=C(NN1C(=O)CSC1c1ccccc1)c1ccc(NC(=O)c2ccccn2)cc1 (centres undefined)	110.4	98.9	102.1	105.5	101.3	84.1	99.0	97.5
COc1ccc(NC(=O)Nc2ccc(OCC(=O)c3ccc(OC)cc3)cc2)cc1	70.7	63.9	110.6	97.0	90.8	141.7	85.6	126.5
CCOC(=O)N1CCN(CCCCOc2ccc(C(C)(C)CC)cc2)CC1	106.0	108.3	110.7	97.3	85.8	108.1	104.4	104.7
CN1CCN(C)Cc2ccccc2C2=NN=C(O2)c2cccc(n2)C2=NN=C(O2)c2ccccc2CN(C)CC1	103.3	63.8	61.0	38.3	50.9	120.8	67.0	85.4
C=CCNC(=S)NN(C)C	104.3	99.0	109.9	100.9	105.3	106.9	101.0	99.4
O=[N+]([O-])c1ccccc1[I+]c1ccccc1	96.4	106.2	.	110.8	97.0	97.4	103.0	100.3
CC(CC1=N[C@@H]2c3ccccc3C[C@@H]2O1)(C1=N[C@@H]2c3ccccc3C[C@@H]2O1)C1=N[C@H]2c3ccccc3C[C@H]2O1 (some centres undefined)	.	89.4	96.8	93.4	81.4	80.4	99.5	90.2
CC(C)(C)[Si](C)(C)OCC1CCC(n2cnc3c(NC(=O)c4ccccc4)ncnc32)O1 (centres undefined)	93.8	106.0	107.4	101.0	92.1	87.3	99.7	102.2
O=C(/C=C/c1ccc(C(F)(F)F)cc1)c1ccc(Nc2nc(NCCO)nc(N3CCOCC3)n2)cc1	40.1	39.5	73.9	36.5	53.1	98.0	50.6	36.0
COC(=O)/C=C/C(=O)NC(N)=O	76.2	104.0	95.2	99.4	99.2	98.6	96.8	104.5
CC1=C2C(=C[C@@](C)(CO)[C@@H]2O)/C(=N\N)[C@](C)(O)C12CC2	-85.1*	-16.0*	-90.5*	-18.6*	1.0*	-27.8*	-75.8*	-3.7*
O=C(O)c1cn(C2CC2)c2cc(N3CCN(C(=O)CO[N+](=O)[O-])CC3)c(F)cc2c1=O	102.7	103.9	101.5	113.5	.	96.6	101.3	96.9
O=C1/C(=N\c2cc(=O)[nH]n2S(=O)(=O)c2ccccc2)Nc2ccccc21	81.2	99.8	101.4	94.7	84.8	98.2	94.8	97.6

Some of these compounds in order of count of non-hydrogen atoms, low to high:
SMILES	SNB-75	SNB-19	RXF 393	ACHN	CAKI-1	A498	SF-539	SF-268
O=C1CCCN1c1ccccc1	83.9	93.1	114.8	90.7	90.0	117.5	.	90.3
O=C1/C(=N\c2cc(=O)[nH]n2S(=O)(=O)c2ccccc2)Nc2ccccc21	81.2	99.8	101.4	94.7	84.8	98.2	94.8	97.6
COc1ccc(NC(=O)Nc2ccc(OCC(=O)c3ccc(OC)cc3)cc2)cc1	70.7	63.9	110.6	97.0	90.8	141.7	85.6	126.5
O=C(O)c1cn(C2CC2)c2cc(N3CCN(C(=O)CO[N+](=O)[O-])CC3)c(F)cc2c1=O	102.7	103.9	101.5	113.5	.	96.6	101.3	96.9
CC1(C)CC[C@]2(C(=O)O)CC[C@]3(C)C(=CC[C@@H]4[C@@]5(C)C/C(=C/c6ccncc6)C(=O)C(C)(C)[C@@H]5CC[C@]43C)[C@@H]2C1	77.6	75.5	96.6	84.9	79.2	87.6	89.5	72.4
Cc1ncc(C(=O)Nc2ccc(CN3CCN(C)CC3)c(C(F)(F)F)c2)cc1C#Cc1cnc(N)c2cnccc12	-90.6*	23.1	-34.3*	-21.6*	-91.5*	-90.5*	-76.2*	14.6

Later entries:
SMILES	SNB-75	SNB-19	RXF 393	ACHN	CAKI-1	A498	SF-539	SF-268
COc1ccc(NC2CCC(=O)N2CN2C(=O)CCC2Nc2ccc(OC)cc2)cc1 (centres undefined)	82.4	105.4	94.1	61.5	.	104.7	85.1	80.7
CCC(=O)c1ccc([N+](=O)[O-])cc1	99.3	104.5	105.1	115.1	105.7	106.0	116.8	110.2
C=CCn1c(C)nc2ccc(Nc3nc(N4CCCC4)nc4ccccc34)cc21	93.2	102.0	107.5	106.7	89.7	72.3	100.4	110.1
C=C(C)[C@@H]1CC[C@]2(C(N)=O)CC[C@]3(C)[C@H](CC[C@@H]4[C@@]5(C)Cc6c([nH]c7ccccc67)C(C)(C)[C@@H]5CC[C@]43C)[C@@H]12	93.2	71.0	77.6	54.7	59.1	.	67.7	76.7
Cc1nc2sc(C(=O)N3CCN(c4ccccc4)CC3)c(N)c2c(C)c1Br	98.2	103.8	103.2	101.5	94.0	113.0	99.4	96.7
COc1cccc(-c2nc3occn3c2-c2ccnc(NCCNS(=O)(=O)c3ccc(C(F)(F)F)cc3)n2)c1	87.0	98.0	90.8	80.9	64.3	.	103.8	88.2
COc1ccc(C(Cl)C(F)(F)F)cc1 (centres undefined)	81.4	96.5	121.4	105.6	100.3	107.2	109.9	103.8
Nc1ccccc1-c1ccc(Cl)cc1	93.4	83.3	108.8	52.3	68.5	88.0	49.4	81.2
CCCCCn1c(C)cc(/C=C\c2ccc3cc(C)ccc3[n+]2C)c1C	-94.4*	-89.8*	-60.8*	-89.3*	-80.3*	-46.0*	-85.8*	-61.0*
C#CC(C)(CC)NC(=O)c1cc(-c2ccc3c(c2)OCO3)on1 (centres undefined)	108.0	99.3	.	111.8	98.8	91.4	103.8	97.3
O=C1c2cc(Cl)ccc2OC2CCON12 (centres undefined)	117.9	92.9	96.6	88.7	131.4	107.3	90.9	100.9
CCN1/C(=C/C=C/c2n(-c3ccccc3)c3ccc(-c4nc5ccccc5s4)cc3[n+]2CC)N(c2ccccc2)c2ccc(-c3nc4ccccc4s3)cc21	18.6	24.7	.	-3.3*	.	-12.7*	-13.7*	9.7*
O=c1[nH][nH]c(=O)c2cc([N+](=O)[O-])ccc12	83.4	108.3	108.6	106.7	96.8	116.5	107.9	111.2
O=C(c1nnc(Nc2ccc(Cl)cc2)o1)c1c[nH]c2ccccc12	100.9	103.8	108.7	97.0	100.8	.	107.3	97.7
Clc1ccc(/C=N\N2CCCCCC2)cc1	109.5&100.3	108.9&96.4	119.1&92.0	101.9&99.5	94.9&124.5	79.6	92.0&115.3	114.5&102.8

SMILES	SNB-75	SNB-19	RXF 393	ACHN	CAKI-1	A498	SF-539	SF-268
CCOC(=O)c1ccc(Nc2ncnc3c2cnn3-c2cccc(Br)c2)cc1	85.2	95.2	94.9	98.8	89.0	101.1	93.5	93.9
Cc1c(C)c(CC#N)c(C)c(C)c1CC#N	86.7	97.1	116.9	117.8	94.8	125.2	109.9	98.4
N=C1C(c2nc(-c3ccc(Br)cc3)cs2)=C(O)CN1CC1CCCO1 (centres undefined)	78.5	87.4	83.0	88.0	90.4	96.4	81.4	87.9
CC(=O)OC(C)C[N+](C)(C)C (centres undefined)	88.2	96.4	127.7	105.0	94.5	104.8	118.7	109.7
Cc1nn(-c2ccccc2)c(/N=C/N(C)C)c1/C=C/C(=O)c1ccc(Cl)cc1	91.6	100.0	97.8	101.9	50.4	92.6	100.9	117.8
c1ccc2c(NCCCN3CCN(CCCNc4c5ccccc5nc5ccccc45)CC3)c3ccccc3nc2c1	-91.0*[100 µM]	-21.1*[100 µM]	-90.3*[100 µM]	-60.9*[100 µM]	-15.5*[100 µM]	-31.9*[100 µM]	-79.2*[100 µM]	-34.9*[100 µM]
C=C(C)[C@@H]1CC[C@]2(C(=O)NCCNCCNCCN)CC[C@]3(C)[C@H](CC[C@@H]4[C@@]5(C)CC[C@H](O)C(C)(C)[C@@H]5CC[C@]43C)[C@@H]12	-79.3*[100 µM]	-74.5*[100 µM]	-82.9*[100 µM]	-100.0*[100 µM]	-93.6*[100 µM]	-32.6*[100 µM]	-100.0*[100 µM]	-31.0*[100 µM]
S=C(Nc1ccccc1)N1CCN(c2ncnc3c2cnn3-c2ccccc2)CC1	80.7	101.5	110.8	90.6	71.8	96.9	103.6	93.1
CSC(SC)=C(C#N)c1nc2ccccc2s1	74.3	66.9	95.8	62.4	55.8	49.9	60.2	55.1
CSc1ccc(-c2nc3ccccc3[nH]2)cc1	94.4	99.5	109.0	97.7	91.4	88.4	99.6	89.1
C#CC(C)(CC)NC(=O)OCC (centres undefined)	86.4	110.0	102.5	97.5	95.7	104.7	107.7	105.5
